RAD54 inh – RAD54 (human) branch migration inhibition; 360,000 tested, 0.14% active; RAD54 Holliday junction branch migration, FAM/BHQ fluorescence; inhibition, % at 10.4 µM; Q92698;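 active = mean normalized replicate activity at least 40 and at least half of replicates scoring 40 or more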;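 note: 0% = median of neutral control wells and 100% = median of positive control wells; inhibitors cause a drop in the FAM fluorescence signal; in these data hits start at about 50%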
Target sequence (Q92698 whole entry, looked up): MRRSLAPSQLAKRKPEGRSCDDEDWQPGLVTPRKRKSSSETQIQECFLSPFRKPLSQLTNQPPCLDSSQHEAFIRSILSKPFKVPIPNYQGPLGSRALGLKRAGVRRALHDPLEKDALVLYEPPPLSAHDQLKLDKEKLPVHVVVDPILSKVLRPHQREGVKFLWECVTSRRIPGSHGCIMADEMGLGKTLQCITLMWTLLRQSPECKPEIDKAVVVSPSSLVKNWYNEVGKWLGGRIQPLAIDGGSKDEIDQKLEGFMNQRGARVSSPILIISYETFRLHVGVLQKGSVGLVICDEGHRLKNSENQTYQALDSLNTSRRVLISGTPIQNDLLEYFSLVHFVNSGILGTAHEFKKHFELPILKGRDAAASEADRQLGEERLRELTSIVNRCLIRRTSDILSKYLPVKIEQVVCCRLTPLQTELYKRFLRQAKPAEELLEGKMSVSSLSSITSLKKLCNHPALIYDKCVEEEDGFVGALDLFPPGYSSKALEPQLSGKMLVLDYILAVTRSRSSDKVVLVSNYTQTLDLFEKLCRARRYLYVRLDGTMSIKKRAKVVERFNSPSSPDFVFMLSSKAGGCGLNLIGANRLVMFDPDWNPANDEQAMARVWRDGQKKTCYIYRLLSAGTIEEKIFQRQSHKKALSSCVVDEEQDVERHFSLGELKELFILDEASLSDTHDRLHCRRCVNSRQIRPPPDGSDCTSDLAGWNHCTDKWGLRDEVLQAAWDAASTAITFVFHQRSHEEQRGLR
esBAF inh – inhibitors of esBAF chromatin remodeling in mouse ES cells; 350,000 tested, 2% active; AID 602393; reporter increase, % at 12.5 µM; Bmi1-luciferase knock-in reporter, 24 h; 100% = twice the neutral-well signal; in the data active = activation above about 40%;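 note: 0% = median of the plate's neutral control wells and 100% = double that signal; a rise in the Bmi1 reporter signal indicates esBAF inhibition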
The depositor's hits bear a star; & = joins results of further samples. A portion of the library (hit frequency here may not be typical).

Structure | RAD54 inh | esBAF inh
Cc1ccc2c(c1)C(C)CC(C)(C)N2C(=O)NC1CCCCC1 (centres undefined) | -3.1 | 0.1
COC(=O)c1ccc(OC)c(Cn2c(=O)n(C)c(=O)c3sccc32)c1 | -10.2 | -4.4
CCOC(=O)CC(=O)Nc1ccc(Br)cc1C(=O)O | -13.3 | -10.6
Cc1ccc(NC2CC(=O)N(c3ccc(C)cc3)C2=O)cc1 (centres undefined) | -3.4 | 6.9
CCOCCCNS(=O)(=O)c1ccc2c(c1)OCCO2 | -3.2 | -8.4
O=C1c2ccccc2C(=O)N1CCCCSc1nnc2c(Cl)cc(Cl)cn12 | -0.2 | -6.6
CC(C)(C)C(=O)Nc1c2c(nc3c1CCC3)CCCC2 | -5.5 | -0.2
O=C(CC1(O)C(=O)N(Cc2ccc3c(c2)OCO3)c2ccccc21)c1ccccc1 (centres undefined) | 7.4 | -5.0
Cc1ccc(C(=O)Nc2oc(-c3ccccc3)cc2C#N)cc1 | 1.6 | -1.6
COc1ccccc1Cc1noc(-c2cc(Cl)ccc2OC)n1 | -5.9 | 0.8
Cc1cc(NC(=O)COn2nnc3ccccc32)no1 | 4.2 | -6.9
Cc1ccc(Cl)cc1NC(=O)COC(=O)C12CC3CC(CC(C3)C1)C2 | -3.8&1.5 | -3.5&-1.9
CC(C)OC(=O)Cn1nnc2c(cnn2-c2ccccc2)c1=O | 3.0 | 46.9*
O=C1CCCC2=C1C(c1ccc(Br)cc1)c1c([nH]c(=S)[nH]c1=O)N2 (centres undefined) | 5.6 | 5.3
Cc1ccc2nc3ccc(N4CCN(C)CC4)nn3c(=O)c2c1 | 15.5 | 49.2*

Later entries
Structure | RAD54 inh | esBAF inh
S=c1nc2ccccc2c2nc(-c3ccccc3)[nH]n12 | 5.4 | 14.2
c1ccc(CNc2nc(N3CCOCC3)nc(N3CCOCC3)n2)cc1 | -5.9 | 5.5
CCOC(=O)CSc1n[nH]c(NC(=O)c2ccc(F)cc2)n1 | 1.6 | -7.6
COc1ccc2ccccc2c1CN1CCN(C)CC1 | -1.4 | 5.4
Cn1c2c(c(=O)n(C)c1=O)C1c3cc(Cl)ccc3OCC1CO2 (centres undefined) | 7.9 | 2.2
CC(=O)NC1(c2nnnn2CCOC(=O)Nc2ccc(Cl)cc2)CCCCC1 | 1.2 | 17.9
CCNC(=O)CC1C(=O)N(c2ccc(F)cc2)C(=O)N1CCC(C)C (centres undefined) | -7.1 | -12.2
Cc1ccc(S(=O)(=O)CCC(=O)Nc2nc3c(s2)CCCC3)cc1 | -19.8 | -12.8
COc1cc(Cl)c(C)cc1NC(=O)CN1CCN(C(=O)C2CC2)CC1 | 2.5 | 4.2
O=C(CN1CCN(c2ccccc2)CC1)Nc1c(C(=O)C2CC2)oc2ccccc12 | -2.4 | -6.6
CCCn1c2ccccc2c2nnc(SC(CC)C(=O)Nc3cc(C)on3)nc21 (centres undefined) | -5.1 | -1.5
Nc1nc2ccc(C(=O)NC3CCCCC3)cc2s1 | 5.8 | 24.6
O=C(C1CCCN(S(=O)(=O)c2cnc[nH]2)C1)N1CCN(Cc2ccccc2)CC1 (centres undefined) | -6.0 | -11.2
CC1(C)Oc2cc(N)c([N+](=O)[O-])cc2O1 | 2.8 | -35.5
Cc1nc2sc3c(c2c(=O)o1)CC(C)(C)OC3 | -9.1 | -2.3

More compounds.
Structure | RAD54 inh | esBAF inh
COc1cccc(C(=O)N(Cc2ccccc2)Cc2cc3cc4c(cc3[nH]c2=O)OCCO4)c1 | -1.8 | 7.4
N#Cc1c(-c2ccc(F)cc2)nc2n(c1=O)CCS2 | -1.8 | -9.4
CCOc1ccc(C(C)(C)C)cc1S(=O)(=O)N1CC(C)OC(C)C1 (centres undefined) | 3.5 | 11.2
COc1cc(SC)ccc1C(=O)Nc1ccc(S(=O)(=O)N2CCCC2)cc1 | -5.4 | 1.8
COc1cccc(N(CC(=O)N2CCN(c3ccccc3OC)CC2)S(C)(=O)=O)c1 | -2.8 | 2.6
CCOC(=O)C1C(=O)N(C(=O)c2cncc(Br)c2)CC1c1ccccc1 (centres undefined) | -5.7 | 3.3
Nc1nnc(CSCc2ccccc2)s1 | 4.6 | 8.4
Cc1cc(C)n(CC(O)Cn2c3ccc(Cl)cc3c3cc(Cl)ccc32)c(=O)n1 (centres undefined) | 8.5 | -2.5
C=CCC(NCCCO)c1cccc(OC)c1OC (centres undefined) | -7.8 | 5.2
O=C(Nc1ccc2nn(-c3ccccc3)nc2c1)c1ccco1 | -11.2 | 61.5*
COCc1cc(Sc2ccc(Cl)cc2)nc(-c2ccccc2)n1 | -11.0 | 0.4
O=C(O)c1ccccc1SCc1ccc2c(c1)OCO2 | -4.7 | -14.0
O=C(CSc1nnc(-c2ccccc2)n1C1CCCCC1)N1CCCC1 | -10.1 | -5.2
CC(C)n1c(N2CCN(C(=O)Nc3ccc(F)cc3F)CC2)nc2ccccc21 | 5.5 | 0.2
O=C(Nc1cccc2ncccc12)c1ccc(-c2ccc(Cl)cc2Cl)o1 | -5.7 | 1.7

(listing goes on)
Structure | RAD54 inh | esBAF inh
CCC(CC)CN1C(Nc2ccccc2)=NC[C@@H]1CC(C)C | -3.3 | 5.8
CCCCCOc1ccc(C(=O)NCC2(c3ccccc3)CCOCC2)cc1 | -4.9 | -2.6
NC(=O)c1cc[n+](CC2=C(C(=O)O)N3C(=O)[C@@H](NC(=O)C(c4ccccc4)S(=O)(=O)[O-])[C@H]3SC2)cc1 (some centres undefined) | 2.8 | -7.0
CCc1nc(NCCCN2CCOCC2)c2oc3ccccc3c2n1 | 4.0 | -2.4
COc1cc(S(=O)(=O)NCc2cccnc2)ccc1F | 3.3 | -3.5
CC(C)(C)n1nnnc1CN1CCN(C(c2ccccc2)c2ccccc2)CC1 | -6.3 | 4.2
COc1cc(N=Nc2c(O)c3ccccc3[nH]c2=O)c(OC)cc1N=Nc1ccccc1 | -3.1 | -3.5
COC(=O)c1ccc(N(CC(=O)NC2CCCC2)C(=O)CNC(=O)c2ccco2)cc1 | -4.7 | 2.3
O=c1c2ccccc2nc(-c2ccco2)n1CCCn1ccnc1 | -1.6 | -4.1
CCCS(=O)(=O)N1CCC(C(=O)NCCCOC(C)C)CC1 | 3.8 | 10.7
COc1ccc(S(=O)(=O)N(CC(=O)NCCCN(C)C)c2ccc(C)cc2)cc1OC | 0.2 | -5.7
O=C(NC1c2ccccc2-c2ccccc21)N1CCCCC1 | -3.5 | 0.7
Nc1nc(CSc2nc3ccccc3s2)nc(N2CCCCC2)n1 | 4.9 | -1.8
C=C(C)COc1ccc2c(C)c(C)c(=O)oc2c1OCC(=C)C | 3.6 | -1.7
O=C(Nc1ccc2c(c1)nc1n2CCCCC1)c1cc(S(=O)(=O)N2CCOCC2)ccc1Cl | 7.5 | -33.6

More structures.
Structure | RAD54 inh | esBAF inh
Brc1ccccc1OCCOCCOc1cccc2cccnc12 | -7.3 | 12.2
Cc1ccc(S(=O)(=O)Nc2ccc3c4c(cccc24)CC3)c(C)c1 | -5.7 | -1.7
Cc1cccc(OCCC(=O)OCC(=O)N2CCc3ccccc32)c1 | -8.6 | -2.6
c1ccc(-c2n[nH]c(-c3ccccn3)n2)cc1 | -2.8 | 5.9
N#CC(C#N)=c1ccc2c(c1)N1C3=C(CCCC3)CC3CCCCC31N=2 (centres undefined) | -11.7 | -30.1
Cc1nn(-c2ccccc2)c(Cl)c1C(=O)NCCCCNC(=O)c1c(C)nn(-c2ccccc2)c1Cl | 6.1 | -1.3
N#CCSc1nnc2ccc3ccccc3n12 | -2.0 | 2.6
O=C(Nc1ccc(N2CCOCC2)cc1)c1cccc(S(=O)(=O)N2CCCCC2)c1 | -1.8 | 14.7
CCCC(=N)C1=C(O)CC(CC(C)SCC)CC1=O (centres undefined) | 5.8 | 1.3
CCOC(=O)Cn1c2ccc(OC)cc2c2nc3ccccc3nc21 | -2.6 | -8.0
COC(=O)CCCCC(=O)C1C(=O)CC(C)(C)C(C(=O)OC)C1=O (centres undefined) | -25.0 | -9.6
CCCn1nc(-c2nnc(-c3ccc(C)c(C)c3)o2)c2ccccc2c1=O | 0.7 | 8.1
NC(=S)NN=C1c2cc(Cl)ccc2-c2c1cc(Cl)cc2[N+](=O)[O-] | -4.1 | -14.4
O=C(NCC1COc2ccccc2O1)c1c[nH]c2ccc(S(=O)(=O)N3CCOCC3)cc2c1=O (centres undefined) | -1.1 | -3.6
OCCNc1nc(Nc2ccccc2)nc(Nc2ccccc2)n1 | 2.6 | 6.5

Other structures
Structure | RAD54 inh | esBAF inh
CCOc1ccc(NC(=O)CCNS(=O)(=O)c2cccs2)cc1 | 5.2 | 12.1
Cc1ccc(-c2ccc(/C=N/N3C(=O)C4C5C=CC(C6CC56)C4C3=O)o2)c([N+](=O)[O-])c1 (centres undefined) | 0.9 | 2.5
O=C(O)CCCC(=O)N1CCN(c2cccc(Cl)c2)CC1 | 5.5 | -7.9
CCCCc1n[nH]c2c1C(=O)CC(C)(C)C2 | 0.9 | 5.6
O=C1OC(N2CCN(C(=O)C3CCCO3)CC2)c2ccccc21 (centres undefined) | -0.7 | -4.5
O=C(Nc1ccccc1Cl)c1cc(S(=O)(=O)N2CCCC(C(=O)O)C2)ccc1F (centres undefined) | -1.0 | -1.5
C/C(=N\NC(=O)C1CCCN(S(=O)(=O)c2ccccc2)C1)c1cccnc1 (centres undefined) | 0.6 | -7.2
N#Cc1c(NC(=O)CSc2n[nH]c(Cc3ccccc3)n2)oc(-c2ccccc2)c1-c1ccccc1 | -1.1 | -1.5
Cc1cccc(-c2nnc(SCc3nc4ccccc4[nH]3)n2Cc2ccco2)c1 | 4.1 | -5.6
C/C(=N\O)c1ccccc1C(=O)O | 0.3 | -6.8
CCCOc1ccccc1C1NC(=O)NC(C)=C1C(=O)OCCOCC (centres undefined) | 3.5 | -2.2
Cc1ccc(NC(=O)CCC(=O)c2ccc(F)cc2)cc1Cl | -0.5 | -7.3
O=C(CCN1CCN(c2ccccc2F)CC1)Nc1ccccc1F | -6.9 | 13.9
CC(c1ccco1)N(C(=O)c1cccs1)c1ccccn1 (centres undefined) | 4.2 | 11.3
O=C(O)C1C2C=CC(C2)C1C(=O)NC1CCS(=O)(=O)C1 (centres undefined) | -0.5 | -9.4

Continuation.
Structure | RAD54 inh | esBAF inh
COc1ccc(N2CCN(c3nc(NC(C)(C)C)nc(N4CCCCC4)n3)CC2)cc1 | 3.4 | 8.1
CS(=O)(=O)Nc1ccc(C(=O)NCC2CCCO2)cc1 (centres undefined) | 4.3 | -0.6
CCCCC(=O)OCC(=O)c1ccc(OCC)cc1 | 2.2 | 4.2
O=C(CSc1nc(-c2ccncc2)nn1CC(=O)N1CCCCC1)NC1CCCC1 | -4.0 | 6.5
CCC(NC(=O)c1ccccc1NC(=O)c1ccc(C)cc1)C(=O)O (centres undefined) | -3.1 | 16.2
COc1ccc(C(=O)Nc2cc3c(cc2Cl)OCCCO3)cc1 | 3.3 | 58.9*
COc1ccccc1N1CCN(CCCOc2ccc(F)cc2)CC1 | -1.6 | -2.6
N#Cc1cc(-c2ccccc2)nnc1Oc1ccccc1 | 8.8 | 12.1
CN(C)CCCNC1CS(=O)(=O)CC1O (centres undefined) | 0.8 | -8.6
Cc1cc(=O)n(C)c(=O)n1CCCCCN1CCCC1 | -2.0 | -0.8
COc1ccc(NC(=O)C(C)Sc2ccccc2)cc1 (centres undefined) | -5.5 | 39.0
O=C1C2C(C(=O)N1CC1CCCO1)C1C=CC2C12CC2 (centres undefined) | -10.5 | -1.1
Cc1[nH]cnc1CSCCN | -1.7 | -4.3

Compounds shown so far that contain an aryl thioether with sulfur outside any ring (13):
Structure | RAD54 inh | esBAF inh
O=C1c2ccccc2C(=O)N1CCCCSc1nnc2c(Cl)cc(Cl)cn12 | -0.2 | -6.6
CCOC(=O)CSc1n[nH]c(NC(=O)c2ccc(F)cc2)n1 | 1.6 | -7.6
CCCn1c2ccccc2c2nnc(SC(CC)C(=O)Nc3cc(C)on3)nc21 (centres undefined) | -5.1 | -1.5
COc1cc(SC)ccc1C(=O)Nc1ccc(S(=O)(=O)N2CCCC2)cc1 | -5.4 | 1.8
COCc1cc(Sc2ccc(Cl)cc2)nc(-c2ccccc2)n1 | -11.0 | 0.4
O=C(O)c1ccccc1SCc1ccc2c(c1)OCO2 | -4.7 | -14.0
O=C(CSc1nnc(-c2ccccc2)n1C1CCCCC1)N1CCCC1 | -10.1 | -5.2
Nc1nc(CSc2nc3ccccc3s2)nc(N2CCCCC2)n1 | 4.9 | -1.8
N#CCSc1nnc2ccc3ccccc3n12 | -2.0 | 2.6
N#Cc1c(NC(=O)CSc2n[nH]c(Cc3ccccc3)n2)oc(-c2ccccc2)c1-c1ccccc1 | -1.1 | -1.5
Cc1cccc(-c2nnc(SCc3nc4ccccc4[nH]3)n2Cc2ccco2)c1 | 4.1 | -5.6
O=C(CSc1nc(-c2ccncc2)nn1CC(=O)N1CCCCC1)NC1CCCC1 | -4.0 | 6.5
COc1ccc(NC(=O)C(C)Sc2ccccc2)cc1 (centres undefined) | -5.5 | 39.0
